Screening results deposited in PubChem BioAssay by several laboratories.
Rac1 wt modul: modulators of human Rac1 wildtype GTP binding; P63000; GST-Rac1 beads, fluorescent GTP binding, flow cytometry; actives lie on both sides; 0 = cold GTP competed, 100 = untreated; GTP binding activity (% of control), % at 10 µM; hit rate 0.27% among 190,000; AID 757;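 active = GTP binding activity at least 20 points away from the 100% control level, either lower or higher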
Avidin bead fluor: avidin bead compound fluorescence profile. Avidin beads, compound fluorescence 488/530 nm, flow cytometry; stronger effect = higher value. hit rate 0.38% among 220,000. fluorescence (KMESF) at 10 µM; in the data active = fluorescence above about 47; also: inactives centre near 10
GSH fluor: GSH bead compound fluorescence profile. fluorescence (KMESF) at 10 µM. GSH beads flow cytometry, compound fluorescence 488/530 nm; stronger effect = higher value. hit rate 0.25% among 190,000; in the data active = fluorescence above about 89;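 also: glutathione beads carrying GST-tagged Bcl family fusion proteins plus one bare bead set; values are compound well signal with DMSO vehicle wells as background; inactives centre near 16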
Mcl1-Noxa inh: disrupts binding of human Mcl-1 to Noxa peptide; Q07820; TR-FRET Mcl-1/Noxa peptide binding, 2 h; inhibition, % at 21.7 µM; hit rate 1.5% among 220,000; AID 1022;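 active = compounds that cut the protein-peptide binding signal by more than 50% relative to plate controls in a single-dose test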;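 also: His-tagged Mcl-1 with rhodamine Noxa BH3 peptide and terbium anti-His antibody; 0% = Mcl-1 plus Noxa peptide wells and 100% = peptide-only wells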
Target sequence (Q07820 whole entry, looked up): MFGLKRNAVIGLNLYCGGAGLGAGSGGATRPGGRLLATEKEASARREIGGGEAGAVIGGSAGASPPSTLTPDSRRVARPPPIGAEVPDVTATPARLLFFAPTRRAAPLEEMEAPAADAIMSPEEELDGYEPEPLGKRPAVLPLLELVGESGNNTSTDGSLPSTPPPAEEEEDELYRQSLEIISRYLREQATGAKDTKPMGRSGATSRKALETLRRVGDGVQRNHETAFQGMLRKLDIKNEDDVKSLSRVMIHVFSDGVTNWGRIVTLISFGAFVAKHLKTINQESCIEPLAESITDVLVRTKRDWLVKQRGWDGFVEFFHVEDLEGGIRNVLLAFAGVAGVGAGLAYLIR
HRas wt GTP bind: modulators of GTP binding to human HRas wildtype; AID 759; hit rate 0.14% among 190,000; P01112; GST-Ras wt beads, Bodipy-FL-GTP binding, flow cytometry; actives lie on both sides; GTP binding activity, % at 10 µM;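 active = GTP binding activity at least 20% away from the 100% baseline, either lowered as inhibitor or raised as activator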;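 also: 0% = unlabeled GTP competition control and 100% = no-compound control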
Target sequence (P01112 whole entry, looked up): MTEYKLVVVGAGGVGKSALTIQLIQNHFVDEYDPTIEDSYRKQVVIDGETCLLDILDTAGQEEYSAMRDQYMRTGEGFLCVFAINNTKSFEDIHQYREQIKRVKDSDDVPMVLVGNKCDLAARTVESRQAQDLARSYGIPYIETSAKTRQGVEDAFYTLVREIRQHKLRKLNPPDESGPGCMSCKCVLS
Cdc42 wt: changes GTP binding to wildtype human Cdc42. P60953. GST-Cdc42 beads, Bodipy-GTP binding, flow cytometry; actives lie on both sides. percent activity (GTP binding), % at 10 µM. hit rate 0.2% among 190,000. AID 761;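 active = percent activity GTP binding at least 20 points away from the 100% baseline, either down as inhibitor or up as activator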;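 also: median bead fluorescence of bound Bodipy-FL-GTP at 100 nM; 0% = excess unlabeled GTP control and 100% = no compound control; below 100% means less GTP binding so inhibitor and above means activator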
Target sequence (P60953 whole entry, looked up): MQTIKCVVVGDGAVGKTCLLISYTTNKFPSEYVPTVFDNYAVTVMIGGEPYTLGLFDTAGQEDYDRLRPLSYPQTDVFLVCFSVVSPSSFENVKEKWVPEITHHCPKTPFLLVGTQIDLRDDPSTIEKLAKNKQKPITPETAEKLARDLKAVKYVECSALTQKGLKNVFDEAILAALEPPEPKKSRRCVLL
Rac1 mut GTP: modulators of GTP binding to human Rac1 activated mutant; GST-Rac1 activated beads, fluorescent GTP binding, flow cytometry; actives lie on both sides; 100% means binding = to untreated wells; percent activity (GTP binding), % at 10 µM; hit rate 0.11% among 190,000;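 active = GTP binding at least 20 percentage points away from the 100% baseline, in either direction, so actives lie on both sides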
Rab2A wt mod: changes GTP binding to wildtype dog Rab2A, up or down | P61105 | GST-Rab2 wt beads, Bodipy-GTP binding, flow cytometry | GTP binding activity, % at 10 µM | hit rate 0.19% among 190,000 | AID 760;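 active = GTP binding activity at least 20 points away from 100%, either lowered or raised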;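 also: 0% = beads with excess unlabeled GTP and 100% = no-compound control corrected for plate trend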
Pf gametocyte: P. falciparum stage V gametocyte viability inhibition; P. falciparum stage V gametocytes, ATP luminescence, 24 h; inhibition, % at 10.9 µM; hit rate 0.065% among 150,000; AID 743093;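 active = inhibition above the mean plus 3 SD of compounds within the control limits, set per campaign, cut at about 38% in these data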;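 also: 0% = DMSO wells and 100% = medium only without gametocytes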
Rab7 wt GTP bind: dog Rab7 wildtype GTP binding, inhibitors and activators; hit rate 0.055% among 190,000; GST-Rab7 beads, fluorescent GTP binding, flow cytometry; actives lie on both sides; untreated = 100%, excess cold GTP = 0%; GTP binding activity (percent of control), % at 10 µM;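 active = fluorescent GTP binding to Rab7 beads changed by at least 20 points from the 100% baseline, either direction, mostly lower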;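 also: median green fluorescence of bound Bodipy-FL-GTP per Rab7 bead population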
Mcl1 Bid PPI: disrupts binding of human Mcl-1 to Bid peptide; TR-FRET Mcl-1/Bid-Dy647 peptide binding, 1536-well; inhibition, % at 21.7 µM; hit rate 0.97% among 220,000; AID 1021;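 active = compounds that cut the binding signal by more than half at the single screening dose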;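 also: His-tagged Mcl-1 with europium anti-His antibody binding Bid BH3 peptide; 0% = Mcl-1 plus peptide wells and 100% = peptide-only wells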
Active calls of the source: *; x = not tested or not shown.

SMILES | Rab2A wt mod | Rab7 wt GTP bind | Rac1 wt modul | Mcl1 Bid PPI | HRas wt GTP bind | Pf gametocyte | Avidin bead fluor | Cdc42 wt | Rac1 mut GTP | GSH fluor | Mcl1-Noxa inh
COc1ccc(CNC(=O)C(C)Cc2ccccc2)cc1O (stereo not given) | 102 | 102 | 105 | 22 | 103 | x | 9 | 105 | 101 | 17 | 33
O=C(NCCSc1c[nH]c2ccccc12)c1ccc(Br)o1 | 101 | 97 | 103 | -26 | 99 | x | 7 | 99 | 99 | 19 | 2
COc1ccc(/C(O)=C(\C#N)c2nc3ccccc3n2C)cc1OC | 102 | 102 | 102 | -9 | 102 | 3 | 9 | 104 | 98 | 10 | 23
Cn1c(=O)c2ncn(CC(=O)NCCOCc3ccccc3Cl)c2n(C)c1=O | 102 | 105 | 104 | -6 | 101 | -1 | 6 | 102 | 100 | 9 | -7
CCO[C@@H]1OC(C(=O)Nc2ccccc2)=C[C@H](c2ccccc2)[C@H]1CCCO | 97 | 99 | 99 | 1 | 99 | x | 5 | 97 | 96 | 20 | -7
COc1ccccc1N/C(N)=N/c1nc(C(F)(F)F)cc(=O)[nH]1 | 97 | 108 | 103 | -12 | 99 | x | 6 | 102 | 100 | 15 | 16
CCOC(=O)/C=C1\SCC(=O)N1CC(=O)NCc1cccc(Cl)c1 | 100 | 100 | 105 | -15 | 102 | -5 | 24 | 103 | 100 | 12 | 14
Cc1ccc(NS(=O)(=O)c2cccc(C(=O)N3CCOCC3)c2)cc1 | 102 | 98 | 105 | -10 | 102 | x | 17 | 103 | 101 | 28 | 16
Cc1ccc(NC(NC(=O)OCCn2c([N+](=O)[O-])cnc2C)C(Cl)(Cl)Cl)cc1 (stereo not given) | 98 | 98 | 101 | -33 | 98 | x | 7 | 100 | 98 | 17 | -41
c1ccc(Cn2nnc3c(N4CCN(Cc5ccc6c(c5)OCO6)CC4)ncnc32)cc1 | 97 | 98 | 98 | 7 | 98 | x | 8 | 99 | 96 | 12 | -1
Cc1ccccc1Nc1c(-c2ccc(N3CCOCC3)cc2)nc2ncccn12 | 99 | 96 | 103 | -23 | 102 | -4 | 9 | 100 | 97 | 20 | 26
CN(Cc1ccccc1)C(=O)c1cc(-c2ccc(Br)cc2)on1 | 99 | 97 | 106 | -18 | 100 | x | 25 | 104 | 99 | 22 | -7
Cc1cc(C)nc(NS(=O)(=O)c2ccc(N=Cc3c(C)[nH]n(-c4ccccc4)c3=O)cc2)n1 | 96 | 100 | 95 | -4 | 96 | 13 | 5 | 96 | 95 | 10 | -5
Cc1ccc(N(CC(=O)NCc2ccncc2)S(C)(=O)=O)cc1 | 98 | 98 | 108 | 9 | 102 | 4 | 7 | 101 | 100 | 32 | 12
O=C(CCCOc1ccccc1)Nc1nnc(C2CCCO2)s1 (stereo not given) | 98 | 99 | 99 | -9 | 101 | x | 39 | 100 | 97 | 13 | 11
CCOC(=O)C1(Cc2cccc(OC)c2)CCCN(Cc2cc(C(C)C)n[nH]2)C1 (stereo not given) | 100 | 103 | 99 | -30 | 99 | x | 2 | 96 | 97 | 9 | 10
NC(=O)c1cc([N+](=O)[O-])ccc1NCCN1C(=O)c2ccccc2C1=O | 103 | 108 | 106 | -8 | 105 | x | 10 | 103 | 101 | 16 | 8
CCCCOc1c(Cl)cc(CNC(C)(C)CO)cc1OCC | 99 | 100 | 102 | 7 | 100 | 0 | 16 | 102 | 98 | 15 | -38
CCCCn1nc2cc(C(=O)NC3CCCc4ccccc43)ccc2c1OCC (stereo not given) | 104 | 97 | 103 | 0 | 103 | -10 | 8 | 104 | 101 | 18 | 10
CCc1cc2c(=O)c(-c3nc4ccccc4n3C)c(C)oc2c(CN2CCN(CCO)CC2)c1O | 95 | 93 | 94 | -18 | 92 | 14 | 27 | 93 | 95 | 12 | 0

(continued)
SMILES | Rab2A wt mod | Rab7 wt GTP bind | Rac1 wt modul | Mcl1 Bid PPI | HRas wt GTP bind | Pf gametocyte | Avidin bead fluor | Cdc42 wt | Rac1 mut GTP | GSH fluor | Mcl1-Noxa inh
O=C(NCc1ccc(F)cc1)C(c1ccccc1)N(C(=O)c1csnn1)C1CC1 (stereo not given) | 97 | 96 | 96 | -16 | 95 | -7 | 12 | 96 | 97 | 19 | 4
c1ccc(C2CCC(N3CCC(N4CCCCC4)CC3)CC2)cc1 (stereo not given) | 100 | 102 | 102 | -7 | 101 | x | 6 | 100 | 100 | 25 | 14
NCc1ccc(S(N)(=O)=O)cc1 | 102 | 101 | 107 | -16 | 99 | x | x | 100 | 99 | 15 | 13
Cc1nc2ccccc2c(=O)n1NC(=O)c1cccc([N+](=O)[O-])c1 | 100 | 107 | 101 | -23 | 97 | -6 | 8 | 92 | 93 | 13 | 11
O=C(NCC1COc2ccccc2O1)C1(c2ccccc2)CCCC1 (stereo not given) | 100 | 105 | 105 | -2 | 99 | -15 | 10 | 96 | 95 | 10 | 6
CC(C)(C)C1C/C(=C/c2ccccn2)C(=O)/C(=C/c2ccccn2)C1 (stereo not given) | 98 | 103 | 98 | 11 | 96 | x | 8 | 92 | 94 | 14 | -1
Cc1cc(C)cc(NC(=S)NCCc2c[nH]c3ccccc23)c1 | 102 | 103 | 109 | -14 | 103 | x | 11 | 103 | 99 | 25 | 12
O=C(Nc1ccccc1F)c1cnccn1 | 102 | 101 | 106 | 2 | 98 | 6 | 9 | 97 | 98 | 15 | 16
C/C(CC(=O)NCc1ccc(Cl)cc1)=N\NC(=O)c1ccccc1F | 94 | 95 | 97 | -30 | 96 | -7 | 8 | 95 | 96 | 16 | 9
NC(=O)CCN1CCN(Cc2cn[nH]c2-c2cccc3ccccc23)CC1 | 98 | 95 | 98 | -26 | 98 | 2 | 8 | 99 | 97 | 10 | 15
CC(=O)Nc1nnc(SCC(=O)N2CCCc3ccccc32)s1 | 94 | 99 | 98 | -6 | 94 | 3 | 25 | 95 | 95 | 11 | 2
O=C(Cn1nc(-c2ccccc2)ccc1=O)NCCN1CCN(c2cccc(Cl)c2)CC1 | 102 | 106 | 106 | 1 | 103 | -3 | 5 | 105 | 101 | 46 | -3
Cc1nc(Nc2nc3ccccc3o2)nc(C)c1C(=O)Nc1ccc(F)cc1 | 108 | 101 | 111 | -3 | 103 | 8 | 12 | 104 | 103 | 22 | 13
NC(=O)C1(N2CCCCC2)CCN(C(=O)CSc2nc3ccccc3s2)CC1 | 96 | 99 | 94 | -1 | 97 | 15 | 7 | 96 | 96 | 20 | 8
CCCCCNC(=O)CC1Nc2c3ccccc3nc(=S)n2C1=O (stereo not given) | 98 | 102 | 98 | 7 | 98 | 5 | 11 | 96 | 94 | 23 | -9
COc1cc(C=O)ccc1Oc1nc(Nc2ccc(F)cc2F)nc(N2CCOCC2)n1 | 92 | 80 | 95 | 16 | 90 | x | 21 | 95 | 89 | 13 | 3
O=S1(=O)CCN(OCc2ccc(F)cc2Cl)CC1 | 98 | 100 | 100 | -7 | 98 | 16 | 13 | 99 | 95 | 15 | -10
CC(=O)NC(Cc1ccccc1)C(=O)NC1CCN(C(=O)c2ccc([N+](=O)[O-])cc2)CC1 (stereo not given) | 103 | 103 | 105 | -8 | 104 | 13 | 7 | 106 | 102 | 10 | -9
COc1ccccc1-c1noc(-c2ccccc2)n1 | 101 | 100 | 104 | -20 | 101 | 9 | 14 | 103 | 100 | 22 | -15
Cc1ccc(N(C(=O)C(F)(F)F)C(C(=O)NC2CCCCC2)c2ccncc2)cc1C (stereo not given) | 100 | 101 | 104 | -6 | 102 | -18 | 7 | 100 | 100 | 14 | 17

Later entries:
SMILES | Rab2A wt mod | Rab7 wt GTP bind | Rac1 wt modul | Mcl1 Bid PPI | HRas wt GTP bind | Pf gametocyte | Avidin bead fluor | Cdc42 wt | Rac1 mut GTP | GSH fluor | Mcl1-Noxa inh
CC(=O)Nc1ccc2ccc3cccc4ccc1c2c34 | 103 | 103 | 102 | -23 | 102 | x | 21 | 100 | 99 | 11 | -3
COc1ccc2c(c1OC)C(=O)OC2Nn1cncn1 (stereo not given) | 103 | 105 | 103 | -25 | 105 | -26 | 8 | 104 | 101 | 16 | 10
N#C/C(=C/c1ccc(N2CCOCC2)o1)c1ccc(Br)cc1 | 103 | 97 | 98 | -4 | 102 | x | 20 | 100 | 99 | 24 | 27
C=CCSc1nnc2n(CCc3ccccc3)c(=O)c3c4c(sc3n12)COC(C)(C)C4 | 100 | 103 | 110 | -1 | 103 | x | 30 | 99 | 100 | 25 | 8
CN(C)S(=O)(=O)c1ccc2c(c1)nc(CCC(=O)Nc1ccc(N3CCOCC3)cc1)n2C | 100 | 107 | 100 | -16 | 99 | -1 | 9 | 98 | 97 | 14 | 10
Cc1cc(C(=O)OCC(=O)c2cccc([N+](=O)[O-])c2)c2ccccc2n1 | 100 | 102 | 104 | 3 | 102 | 3 | 9 | 103 | 100 | 10 | -2
Cc1ccc(CNC(=O)COC(=O)c2cnc(C)cn2)cc1 | 97 | 106 | 98 | -20 | 98 | 4 | 9 | 97 | 97 | 16 | -1
Cc1cccc(C)c1OCCOCCN1CCN(C)CC1 | 103 | 104 | 109 | 44 | 102 | -12 | 23 | 105 | 99 | 23 | 32
CN(C)CCNC(C(=O)Nc1cccc(C(F)(F)F)c1)c1ccccc1 (stereo not given) | 95 | 100 | 97 | 38 | 96 | -11 | 8 | 94 | 94 | 8 | -23
COc1c2occc2c(OC)c2c(=O)cc(C)oc12 | 93 | 102 | 95 | -7 | 94 | x | x | 94 | 95 | 15 | 7
Cc1csc(Sc2ccc(C(=O)OCC(=O)Nc3ccc(F)cc3[N+](=O)[O-])cc2[N+](=O)[O-])n1 | 96 | 95 | 99 | -4 | 97 | 9 | 16 | 99 | 98 | 20 | 13
CCO/C=C1/C(=O)N(Cc2ccccc2)C(=O)c2ccccc21 | 97 | 103 | 100 | 5 | 97 | 7 | 3 | 98 | 95 | 10 | 4
CCCN1Cc2cccc(C(=O)NCc3ccccc3)c2C1=O | 95 | 97 | 97 | 8 | 97 | x | 6 | 96 | 96 | 35 | -18

Arranged by value in Rac1 mut GTP (low to high): some entries from above.
SMILES	Rab2A wt mod	Rab7 wt GTP bind	Rac1 wt modul	Mcl1 Bid PPI	HRas wt GTP bind	Avidin bead fluor	Cdc42 wt	Rac1 mut GTP	GSH fluor	Mcl1-Noxa inh
Cc1nc2ccccc2c(=O)n1NC(=O)c1cccc([N+](=O)[O-])c1	100	107	101	-23	97	8	92	93	13	11
Cc1cccc(C)c1OCCOCCN1CCN(C)CC1	103	104	109	44	102	23	105	99	23	32
COc1ccc2c(c1OC)C(=O)OC2Nn1cncn1 (stereo not given)	103	105	103	-25	105	8	104	101	16	10
Cc1nc(Nc2nc3ccccc3o2)nc(C)c1C(=O)Nc1ccc(F)cc1	108	101	111	-3	103	12	104	103	22	13

Compounds were not picked by outcome; any-hit rate near 3%.
